Source: PubChem BioAssay
TCR CD3 inh = blocks the human TCR-CD3 interaction | TAMRA-labeled TCR probe fluorescence, biochemical | inhibition, % at 9.4 µM | 360,000 tested, 0.37% active | AID 651800; in the data active means inhibition above about 19%;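 further: recombinant mutant TCR 2C K166C tagged with TAMRA read by polarization; 0% = receptor in buffer alone and 100% = receptor with positive control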
PRMT1 inh = blocks human protein arginine methyltransferase 1 | inhibition, % at 2.79 µM | 370,000 tested, 1.3% active | recombinant PRMT1, activity-based probe fluorescence polarization;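 active means inhibition above about 21% made by adding two undisclosed values, limit read from the data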
rCAG binder = r(CAG) repeat RNA binding; AID 651821; TO-PRO-1 dye displacement fluorescence; inhibition, % at 3 µM; 370,000 tested, 1.3% active;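 active means inhibition above the plate cutoff, the mean of all test compounds on that plate plus 3 SD, cut at about 35% in these data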;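 further: 0% = DMSO alone and 100% = 100 µM mitoxantrone as full dye displacement; higher means more dye released from RNA so lower well fluorescence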
Rev-erbA mod = modulates human Rev-erb alpha binding to DNA; activity, % at 10 µM; P20393; Rev-erbα–FITC-DNA binding, fluorescence polarization, 90 min; 370,000 tested, 0.79% active; AID 1259318;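 active means activity above about 14%, limit read from the data; passing the limit was not always enough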;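 further: 0% = DMSO wells with 35 nM protein and 100% = DMSO wells with 750 nM protein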
Target sequence (P20393 whole entry, looked up): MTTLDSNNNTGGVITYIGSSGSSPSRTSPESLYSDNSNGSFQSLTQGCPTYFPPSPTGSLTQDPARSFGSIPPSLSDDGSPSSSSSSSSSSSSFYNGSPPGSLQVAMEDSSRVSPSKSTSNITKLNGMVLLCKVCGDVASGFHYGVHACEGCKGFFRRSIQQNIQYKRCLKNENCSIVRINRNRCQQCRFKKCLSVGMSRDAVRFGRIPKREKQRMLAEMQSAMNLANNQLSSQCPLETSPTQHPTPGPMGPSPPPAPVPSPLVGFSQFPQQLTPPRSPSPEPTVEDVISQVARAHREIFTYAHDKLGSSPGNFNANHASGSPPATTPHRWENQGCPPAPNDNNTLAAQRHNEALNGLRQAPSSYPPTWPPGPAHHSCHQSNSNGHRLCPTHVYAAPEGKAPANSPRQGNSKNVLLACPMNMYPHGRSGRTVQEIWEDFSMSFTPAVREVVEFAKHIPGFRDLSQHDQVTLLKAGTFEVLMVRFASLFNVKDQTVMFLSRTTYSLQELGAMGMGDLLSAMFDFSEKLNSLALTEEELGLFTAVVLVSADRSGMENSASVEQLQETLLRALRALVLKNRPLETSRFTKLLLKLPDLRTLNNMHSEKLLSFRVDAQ
LEDGF integ inh = blocks HIV-1 LEDGF/p75-dependent DNA integration. inhibition, % at 3.7 µM. AID 743269. TR-FRET IN-LEDGF/p75 DNA integration, Eu/Cy5. 370,000 tested, 0.64% active;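 active means inhibition above the screen-wide mean plus 3 SD, cut at about 13% in these data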;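 further: signal is the Cy5 over europium emission ratio at 671 and 618 nm; 0% = plate median of compound wells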
TDP2 inh = blocks human TDP2 phosphodiesterase activity; O95551; recombinant TDP2, T5PNP hydrolysis, p-nitrophenol absorbance 415 nm; inhibition, % at 12.8 µM; 370,000 tested, 0.34% active; AID 720702;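 active means inhibition above the mean of all tested compounds plus 3 SD, set per campaign, cut at about 25% in these data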;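 further: 0% = DMSO with enzyme and 100% = buffer with substrate but no TDP2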
Target sequence (O95551 whole entry, looked up): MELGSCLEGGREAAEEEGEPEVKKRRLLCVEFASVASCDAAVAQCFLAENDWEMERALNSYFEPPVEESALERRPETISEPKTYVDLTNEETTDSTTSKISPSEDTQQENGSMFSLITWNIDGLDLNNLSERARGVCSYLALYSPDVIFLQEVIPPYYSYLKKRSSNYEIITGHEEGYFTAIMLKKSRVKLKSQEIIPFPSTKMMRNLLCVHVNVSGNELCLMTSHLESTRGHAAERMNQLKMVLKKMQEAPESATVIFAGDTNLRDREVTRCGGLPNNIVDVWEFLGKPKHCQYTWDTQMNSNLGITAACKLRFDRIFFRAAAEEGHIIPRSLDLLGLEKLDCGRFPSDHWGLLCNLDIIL
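System – recombinant human TDP2 · Quantity – TDP2 enzyme at 120 nM final · Doses – single concentration, 12.8 µM nominal, with 1% DMSO · Incubation – 2 h at 37 °C · Measured by – epi absorbance of p-nitrophenol freed from T5PNP by hydrolysis · Read-out – % inhibition relative to enzyme-containing and enzyme-free wells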
mABHD4 FP = inhibitors of mouse ABHD4; 370,000 tested, 0.54% active; inhibition, % at 8.92 µM; Q8VD66; purified mABHD4, FP-Rh probe fluorescence polarization;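 active means inhibition exceeding the mean over every tested compound plus 3 SD, cut at about 30% in these data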;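 further: 0% = plate median of compound wells and 100% = S159A mutant with DMSO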
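Test system: mABHD4 protein; Read-out basis: % inhibition; Incubation: 45 min + 60 min at 25 °C; Repeats: single replicate; Technique: fluorescence polarization with parallel and perpendicular emission, 525/598 nm; Compound: 8.92 µM, single dose; Benchmarks: full inhibition S159A mutant plus DMSO, zero as sample-well median.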
HTRA1 inh = inhibitors of human serine peptidase HTRA1. recombinant HTRA1, FP-rhodamine activity-based probe, fluorescence polarization. inhibition, % at 5.96 µM. 340,000 tested, 0.5% active; in the data active means inhibition above about 36%;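 further: 0% = enzyme with DMSO and 100% = wells lacking enzyme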
PG9 binder = binds the HIV-1 gp120 antibody PG9 | 360,000 tested, 0.43% active | inhibition, % at 6.7 µM | AID 624416 | TR-FRET gp120-PG9 antibody binding; in the data active means inhibition above about 8.5%
SIAE inh = human SIAE inhibition, primary screen; AID 1053197; SIAE FP-Rh probe binding, fluorescence polarization; Q9HAT2; inhibition, % at 9.66 µM; 370,000 tested, 0.69% active;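 active means inhibition above a cutoff: mean of compounds within the control limits plus 3 SD of those, cut at about 17% in these data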;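 further: 0% = plate median of compound wells and 100% = probe without SIAE protein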
Numbers without * were called inactive; nt = no result given; & = joins results of further samples. Not all compounds are listed; count on the stated rates, not on these rows.

SMILES | TCR CD3 inh | PRMT1 inh | rCAG binder | Rev-erbA mod | LEDGF integ inh | TDP2 inh | mABHD4 FP | HTRA1 inh | PG9 binder | SIAE inh
Cc1cc(/C=N/n2c(COc3ccccc3)nc3ccccc3c2=O)c(O)c([N+](=O)[O-])c1 | 39* | 7 | 66* | -10 | -2 | -17 | 16 | 41* | -0.2 | 24*
CN1CCN(CCCOc2ccc(-c3ccccc3)cc2)CC1 | 6 | -6 | -9 | 1 | 2 | 9 | 5 | 7 | 0.7 | 0
CCOC(=O)[C@@]12CCCC=C1N(CCc1ccc(Cl)cc1)C(=O)[C@H]2CC(=O)NCc1cccs1 | nt | 1 | 3 | 5 | 5 | 5 | 0 | nt | nt | -3
CCCn1c(SCC(=O)N2CCN(S(=O)(=O)c3ccc(Cl)cc3)CC2)n[nH]c1=O | 5 | 0 | -3 | -2 | -1 | 0 | 1 | -1 | -0.9 | 1
C=CCn1c(CSCc2ccccc2)nnc1SCC(=O)NCc1ccccc1 | -4 | 0 | -6 | -1 | 4 | -1 | 0 | -5 | 1.8 | -6
COC(=O)C(CCSC)NC(=O)CNS(=O)(=O)c1ccc(F)cc1 (stereo not given) | 6 | -2 | -1 | -5 | -3 | -5 | 1 | 0 | -2.4 | 0
COc1cccc(CNC(=O)[C@@H]2CCCN2C(=O)[C@@H]2CCCN2C(=O)c2ccc(Cl)cc2)c1 | 6 | 3 | -2 | -3 | -4 | 10 | -2 | nt | -0.2 | 0
Cc1ccc(NC(=O)C(C)[n+]2ccccc2)cc1[N+](=O)[O-] (stereo not given) | 5 | -1 | 1 | -1 | 0 | 8 | 4 | 4 | 0.9 | 5
CCCCOc1ccc(C2C(=O)N(C3CCCCC3)CC(=O)N2CC2CCCO2)cc1 (stereo not given) | 8 | 0 | -4 | 5 | -4 | -3 | 1 | -5 | -1.6 | 1
CCC(=O)N=c1sc2c(C)cc(C)cc2n1CC(=O)OC | -12 | -2 | -2 | 2 | 4 | 0 | -12 | -3 | -0.1 | 4
O=C(COc1cccc(-n2cnnn2)c1)NCCC1=CCCCC1 | 11 | -1 | -4 | 5 | 0 | -5 | 8 | -10 | -1.6 | -8
CC(OC(=O)CN1C(=O)C2CC=CCC2C1=O)C(=O)Nc1ccc(F)cc1Cl (stereo not given) | 2 | -2 | -2 | 2 | 0 | -2 | 1 | -7 | -1.6 | -4
CCN(CC)CC(=O)Nc1ccccc1SCC(=O)Nc1ccsc1C(=O)OC | -9 | 2 | -6 | 1 | 1 | -4 | -1 | -10 | -0.4 | -2
COc1ccc(-n2c(C)ccc2-c2ccccc2)cn1 | -9 | 56* | -24 | 3 | -5 | -2 | -2 | 5 | -1.8 | -2
O=C(Nc1nncs1)c1cccc(S(=O)(=O)N2CCCCC2)c1 | -1 | -2 | 1 | 0 | 2 | -1 | 1 | 6 | 1.1 | 5
COC(=O)c1c(NC(=O)c2nn(C)cc2Cl)sc2c1CCCC2 | 3 | 1 | 2 | 5 | -1 | -1 | -2 | -6 | 0.3 | -6
COc1ccccc1-c1nnc(SCCN2CCOCC2)n1-c1ccc(C)cc1 | 3 | 0 | -7 | -1 | 2 | 7 | 8 | 5 | 0.0 | 1
Cc1cc(C)n(-c2ccc(NC(=O)C3CCCCN3C(=O)c3occc3C)cc2)n1 (stereo not given) | -1 | 2 | -8 | -2 | -2 | 4 | 6 | 6 | -1.8 | 0
COc1cccc2sc(Nc3nc(-c4cc5ccccc5oc4=O)cs3)nc12 | 19* | -2 | 20 | -33 | 0 | 4 | 2 | -21 | -5.1 | -6
O=C(CSc1nnc(-c2cccnc2)n1Cc1ccco1)c1ccc(Cl)c(Cl)c1 | 11 | -1 | 11 | 6 | 0 | -12 | -6 | -27 | -2.2 | -5
CCOC(=O)c1cn[nH]c1NC(=S)Nc1ccccc1 | -1 | 13 | 4 | -4 | 0 | -6 | 2 | -10 | 1.9 | 0
CCc1nnn2c1Cn1c3ccccc3c(=O)n1[C@@H](C(C)C)C2 | nt | -4 | -1 | 1 | 1 | 3 | 1 | nt | nt | -1
CC(Oc1ccc2c3c(c(=O)oc2c1)CCCC3)C(=O)NCc1ccncc1 (stereo not given) | -7 | 3 | -6 | 2 | -3 | 7 | 2 | 0 | 0.5 | 12
CCOc1ccc(-n2c(C)cc(/C=N/Nc3nc(C)cc(=O)[nH]3)c2C)cc1 | -6 | 11 | 17 | -1 | -5 | -10 | 5 | 15 | -0.5 | 2
OC(c1ccc(F)c(F)c1)c1nc(-c2cnc3ccccc3c2)cs1 (stereo not given) | -6 | 6 | 6 | -2 | -4 | -7 | -45 | nt | -1.8 | -10
CC(C#N)(Nc1ccc(Cl)cc1)c1cccnc1 (stereo not given) | -1 | -3 | -1 | -1 | -2 | 0 | -1 | 1 | 1.2 | 6
COc1ccc(-c2cc3ccccc3n2CC(O)CN2CCOCC2)cc1 (stereo not given) | 5 | -1 | -7 | 5 | -2 | 6 | -2 | -1 | 0.2 | 7
Cc1nn(-c2ccccc2)nc1CNC(=O)C1CC1 | -2 | 3 | -2 | -1 | -6 | -2 | 8 | 3 | 2.0 | -1
CCN(CC)CCN1C(=O)Cn2c(C)c(C)c3cccc1c32 | -1&2 | 0&-2 | -3&-4 | 1&4 | 1&0 | 13&10 | 15&3 | -2&-2 | 5.9&-5.0 | 5&6
Cc1sc2ncnc(N3CCN(S(=O)(=O)c4ccc(Br)cc4)CC3)c2c1C | 6 | -1 | 3 | -1 | 5 | -1 | -4 | 4 | -0.5 | -4
Cc1nc2cc(N3CCCCC3)c(NC(=O)c3cccnc3)cc2c(=O)n1Cc1ccccc1 | 2 | -2 | -1 | -4 | -1 | 6 | 0 | -19 | 1.6 | -7
CC(c1ccccc1)c1nnc(NC(=O)Nc2ccccc2)s1 (stereo not given) | -5 | -1 | 43* | 2 | 4 | 6 | -18 | -27 | -1.4 | 0
COc1ccc(S(=O)(=O)N(C)C[C@H]2OCc3cn(nn3)CCCC(=O)N([C@@H](C)CO)C[C@@H]2C)cc1 | -5 | 0 | 0 | 4 | -4 | -6 | -1 | nt | 1.2 | -4
Cc1cc(C)n(-c2ccc(F)cc2CN2CCN(C3CCCC3)C(CCO)C2)n1 (stereo not given) | 2 | 1 | -6 | -2 | -1 | 5 | -2 | 2 | 1.0 | 2
COc1ccc2c(c1)CN1C(=O)N(C3CCCC3)S(=O)(=O)CC21 (stereo not given) | nt | 3 | 3 | -4 | -2 | -4 | 6 | nt | nt | -8
CC1(C)CC(=O)c2cc(C(=O)O)c(=O)n(-c3ccccc3)c2C1 | 4 | -3 | 1 | -4 | -3 | 5 | 6 | 9 | 1.0 | -1
COC(=O)CNC(=O)CN(c1ccc(OC)cc1OC)S(=O)(=O)c1ccccc1 | 0 | -4 | 1 | 2 | -4 | 0 | 2 | 3 | 1.0 | 7
CN1CCc2c(c3c(n2C)CCN(C)[C@@H]3c2cccnc2)[C@H]1c1cccnc1 | -5 | 9 | -5 | 5 | -5 | -7 | -5 | 5 | -0.2 | 1
COc1ccc(N(CC(=O)O)S(=O)(=O)c2ccccc2[N+](=O)[O-])c(OC)c1 | -10 | 4 | 2 | 4 | -5 | 3 | -6 | 0 | 2.2 | -2
Clc1ccc(CNC2CCCC2)cc1 | 1 | -1 | 1 | -2 | -2 | 6 | 7 | 3 | 0.5 | -6

Quoted from above, 2 compounds:
SMILES | TCR CD3 inh | PRMT1 inh | rCAG binder | Rev-erbA mod | LEDGF integ inh | TDP2 inh | mABHD4 FP | HTRA1 inh | PG9 binder | SIAE inh
CC(c1ccccc1)c1nnc(NC(=O)Nc2ccccc2)s1 (stereo not given) | -5 | -1 | 43* | 2 | 4 | 6 | -18 | -27 | -1.4 | 0
COc1ccc(S(=O)(=O)N(C)C[C@H]2OCc3cn(nn3)CCCC(=O)N([C@@H](C)CO)C[C@@H]2C)cc1 | -5 | 0 | 0 | 4 | -4 | -6 | -1 | nt | 1.2 | -4

(continued)
SMILES | TCR CD3 inh | PRMT1 inh | rCAG binder | Rev-erbA mod | LEDGF integ inh | TDP2 inh | mABHD4 FP | HTRA1 inh | PG9 binder | SIAE inh
CCc1ccc(N2CC(C(=O)Nc3ccc(C)c(S(=O)(=O)N4CCOCC4)c3)CC2=O)cc1 (stereo not given) | 4 | 1 | 8 | 3 | -4 | -10 | -5 | -9 | -1.2 | 1
COC(=O)Cn1c(=O)c(=O)n(CC(=O)OC)c2ccccc21 | -9 | 4 | 0 | -6 | -3 | -4 | -2 | -1 | -3.4 | -3
CCn1c(SCC(=O)Nc2nnc(C)s2)nnc1C(C)NC(=O)c1ccccc1F (stereo not given) | -1 | 3 | -2 | 1 | -2 | 10 | 2 | 1 | 1.6 | 0
C[C@H]1[C@@H](OC(=O)Nc2ccc(C(F)(F)F)cc2)CC[C@@]23CCCN2C(=O)CCC[C@@H]13 | nt | -2 | nt | 3 | -3 | -6 | -11 | nt | nt | -3
CC(C)NS(=O)(=O)c1ccc(OCC(=O)NC2CCCCCC2)cc1 | 1 | -5 | -6 | 4 | 4 | -4 | -2 | 9 | -1.9 | -3
O=C(c1ccccc1)N1N=C(c2ccccc2)CC1c1ccccc1O (stereo not given) | 4 | -2 | 2 | 2 | 4 | -5 | -32 | -33 | -1.3 | -4
CCCCC(=O)Nc1nnc(SCC(=O)N2CCN(c3ccccc3OC)CC2)s1 | 3 | 3 | -2 | -2 | -2 | 15 | 0 | 2 | -0.5 | 5
CCOC(=O)Cc1csc(NC(=O)c2ccco2)n1 | -2 | -3 | 0 | -3 | 0 | 4 | 5 | 0 | 1.1 | -6
CC(C)C(=O)N(Cc1cc(=O)[nH]c2ccccc12)c1ccccc1 | 13 | 0 | -4 | 3 | 0 | -3 | 3 | 4 | 1.3 | -3

Record cards, from the list above. Order of screens: TCR CD3 inh | PRMT1 inh | rCAG binder | Rev-erbA mod | LEDGF integ inh | TDP2 inh | mABHD4 FP | HTRA1 inh | PG9 binder | SIAE inh
Profile of `C[C@H]1[C@@H](OC(=O)Nc2ccc(C(F)(F)F)cc2)CC[C@@]23CCCN2C(=O)CCC[C@@H]13` → nt | -2 | nt | 3 | -3 | -6 | -11 | nt | nt | -3
Profile of `CCn1c(SCC(=O)Nc2nnc(C)s2)nnc1C(C)NC(=O)c1ccccc1F` (stereo not given) → -1 | 3 | -2 | 1 | -2 | 10 | 2 | 1 | 1.6 | 0
Profile of `CC(C)C(=O)N(Cc1cc(=O)[nH]c2ccccc12)c1ccccc1` → 13 | 0 | -4 | 3 | 0 | -3 | 3 | 4 | 1.3 | -3
Profile of `CCc1ccc(N2CC(C(=O)Nc3ccc(C)c(S(=O)(=O)N4CCOCC4)c3)CC2=O)cc1` (stereo not given) → 4 | 1 | 8 | 3 | -4 | -10 | -5 | -9 | -1.2 | 1

Shown as a hit in PRMT1 inh (from the list above):
| Structure | TCR CD3 inh | PRMT1 inh | Rev-erbA mod | LEDGF integ inh | TDP2 inh | mABHD4 FP | HTRA1 inh | PG9 binder | SIAE inh |
| --- | --- | --- | --- | --- | --- | --- | --- | --- | --- |
| COc1ccc(-n2c(C)ccc2-c2ccccc2)cn1 | -9 | 56* | 3 | -5 | -2 | -2 | 5 | -1.8 | -2 |
